NTMT1 inhibitor = Primary qHTS for Inhibitors of N-terminal methyltransferase 1 (NTMT1): MTaseGlo Assay; 2.5% of 59,000 active; Potency, µM (doses to about 114 µM), without a hit: at the top dose activity change, negative = inhibition, most hits filed as inhibitors; NTMT1 MTase-Glo SAH luminescence, purified enzyme; N-terminal Xaa-Pro-Lys N-methyltransferase 1 (Homo sapiens), Q9BV86;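 note: plate controls were DMSO vehicle for no effect and no enzyme for full effect; nearly all actives have a fitted effect of over 65% in size; many of its hits are not listed in these tables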
Target sequence (Q9BV86 whole entry, looked up): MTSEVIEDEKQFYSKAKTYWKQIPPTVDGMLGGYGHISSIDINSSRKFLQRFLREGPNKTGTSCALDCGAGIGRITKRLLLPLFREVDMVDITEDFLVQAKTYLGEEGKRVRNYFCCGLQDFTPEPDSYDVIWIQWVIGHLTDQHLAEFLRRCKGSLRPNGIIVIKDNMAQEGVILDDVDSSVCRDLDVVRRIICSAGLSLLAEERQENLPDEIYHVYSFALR
FH mod = Identification of activators of human fumarate hydratase by quantitative high-throughput screening | Fumarate hydratase, mitochondrial (Homo sapiens), P07954 | FH coupled MDH/diaphorase resazurin fluorescence, 15 min | Potency, µM (titrated, usually from 79.9 µM), for the others: at the top dose activity change, negative = inhibition, usual class: inhibitors | 0.22% of 54,000 active | AID 1347055, 2019; note: the screen sought activators but most active calls are inhibition curves; nearly all actives have a fitted effect of over 45% in size
Target sequence (P07954 whole entry, looked up): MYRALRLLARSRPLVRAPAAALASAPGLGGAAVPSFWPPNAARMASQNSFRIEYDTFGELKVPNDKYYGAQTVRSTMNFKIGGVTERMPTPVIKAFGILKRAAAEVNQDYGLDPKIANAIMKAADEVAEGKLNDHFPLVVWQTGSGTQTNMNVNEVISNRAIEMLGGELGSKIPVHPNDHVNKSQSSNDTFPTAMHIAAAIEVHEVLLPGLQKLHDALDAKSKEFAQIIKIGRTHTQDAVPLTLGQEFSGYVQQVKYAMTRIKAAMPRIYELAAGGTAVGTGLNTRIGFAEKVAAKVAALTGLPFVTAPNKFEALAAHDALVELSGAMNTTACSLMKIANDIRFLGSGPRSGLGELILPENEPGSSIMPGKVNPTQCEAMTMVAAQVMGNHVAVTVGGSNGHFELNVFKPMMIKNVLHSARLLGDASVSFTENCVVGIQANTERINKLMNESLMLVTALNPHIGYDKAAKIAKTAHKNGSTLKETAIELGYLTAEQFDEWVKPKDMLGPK
* hit, by the source's call; ? = inconclusive; & = joins results of further samples; ! = not confirmed by another sample; [ ] = remark or other dose. Calls come from the whole dose curve; as a rule, active = well fitted curve in the direction sought with a large enough effect; inconclusive = small, poorly fitted or top-dose-only effect, or another doubt; inactive = no such curve, though single readings can be large; an effect the other way counts as inactive or inconclusive. Unless noted, % is set by controls: 0 for no effect and ±100 for the full control effect; potency is the fitted concentration of half-maximal effect. Some of the compounds tested. The share of hits here may be higher or lower than overall.

(1) C=CC/C=C\C/C=C\CCCCCCCc1cc(O)cc(O)c1
(2) COc1ccc(C(C)(C)C)cc1CN[C@H]1C2CCN(CC2)[C@H]1C(c1ccccc1)c1ccccc1
(3) CO/C1=C\C(C)=C\[C@@H](C)[C@@H](O)[C@@H](C)C/C(C)=C/C=C/[C@H](OC)[C@@H]([C@@H](C)[C@@H](O)[C@H](C)[C@@]2(O)C[C@@H](O)[C@H](C)[C@@H](C(C)C)O2)OC1=O
(4) O=C(O)c1ccc2[nH]cc(CCCCN3CC=C(c4ccccc4)CC3)c2c1
(5) COc1ccc2[nH]cc(CCN(C(C)C)C(C)C)c2c1
(6) CN1Cc2c(ccc3c2OCO3)[C@@H]2[C@H]1c1cc3c(cc1C[C@@H]2O)OCO3
compound no.	1	2	3	4	5	6
FH mod	-26.1%[53.3 µM]	7.1%	3.3%[20.6 µM]	-10.4%[53.3 µM]	-5.8%	1.2%[53.3 µM]
NTMT1 inhibitor	10.2%[29.8 µM]	-1.4%[57.5 µM]	-18.6%[12.6 µM]	2.6%[57.5 µM]	18.2%	5.1%[29.8 µM]

(7) CCC(=O)C(CC(C)N(C)C)(c1ccccc1)c1ccccc1 (centres undefined)
(8) Cc1ccc(Cl)c(O)c1
(9) CCN(C(C)=O)c1cccc(-c2ccnc3c(C#N)cnn23)c1
(10) OCc1nnc2n1-c1ccc(Cl)cc1C(c1ccccc1Cl)=NC2
(11) O=[N+]([O-])c1cc([As](=O)(O)O)ccc1O
(12) CC(Cc1ccc2c(c1)OCO2)NO (centres undefined)
compound no.	7	8	9	10	11	12
FH mod	-0.3%	-11.5%[53.3 µM]	2.1%[53.3 µM]	12.5%	-5.6%[53.3 µM]	1.5%
NTMT1 inhibitor	22.9%	-15.2%[57.5 µM]	3.1%[57.5 µM]	8.9%[57.5 µM]	-8.0%[57.5 µM]	?

2 entries picked at random from the list so far, as already listed:
(8) Cc1ccc(Cl)c(O)c1
(9) CCN(C(C)=O)c1cccc(-c2ccnc3c(C#N)cnn23)c1
compound no.	8	9
FH mod	-11.5%[53.3 µM]	2.1%[53.3 µM]
NTMT1 inhibitor	-15.2%[57.5 µM]	3.1%[57.5 µM]

(continued)
(13) CCN1C[C@]2(COC)[C@H](O)C[C@H](OC)[C@]34[C@@H]5C[C@]6(O)[C@H](OC(=O)c7ccccc7)[C@@H]5[C@@](O)([C@H]([C@H](OC)[C@H]23)[C@@H]14)[C@@H](O)[C@@H]6OC
(14) COC1CC(O[C@H]2CC[C@]3(C=O)C4CC[C@]5(C)[C@@H](C6=CC(=O)OC6)CC[C@]5(O)[C@@H]4CC[C@]3(O)C2)OC(C)C1O[C@@H]1O[C@H](CO)[C@@H](O)[C@H](O)[C@H]1O (some centres undefined)
(15) COc1ccc(CN(C(=O)[C@@H](N)Cc2c(C)cc(C(N)=O)cc2C)[C@@H](C)c2ncc(-c3ccccc3)[nH]2)cc1C(=O)O
(16) COC1(CS(=O)c2ccccc2)CCN(CCc2c[nH]c3ccc(F)cc23)CC1 (centres undefined)
(17) CCOC(=O)c1c(C(C#N)=CN)c2ccc(Cl)c(Cl)c2n1C
(18) C/C=C(\C)C(=O)OC1CC2C(CC=C3CC(OC4CC(OC)C(OC5CC(OC)C(OC6CC(OC)C(OC7CC(OC)C(O)C(C)O7)C(C)O6)C(C)O5)C(C)O4)CCC32C)C2(O)CCC(C(C)=O)C12C (centres undefined)
compound no.	13	14	15	16	17	18
FH mod	1.5%[53.3 µM]	18.3%[20.6 µM]	0.3%	8.1%[53.3 µM]	10.6%[53.3 µM]	-0.1%[20.6 µM]
NTMT1 inhibitor	-14.8%[29.8 µM]	3.6%[12.6 µM]	-2.3%[57.5 µM]	18.1%[57.5 µM]	79.4µM*	11.6%[12.6 µM]

(19) C=C(C)[C@H]1CN[C@H](C(=O)O)[C@H]1CC(=O)O
(20) CC[N+](CC)(CC)CC
(21) CC(=O)NCCc1c[nH]c2ccccc12
(22) Cc1cc(SCc2sc(-c3ccc(C(F)(F)F)c(F)c3)nc2C)ccc1OCC(=O)O
(23) C/C=C(\C)C(=O)O[C@H]1[C@H](OC(C)=O)[C@]2(CO)[C@H](O)[C@H](O)[C@]3(C)C(=CCC4[C@@]5(C)CC[C@H](O[C@@H]6O[C@H](C(=O)O)[C@@H](O)[C@H](O[C@@H]7OC[C@H](O)[C@H](O[C@@H]8OC[C@H](O)[C@H](O)[C@H]8O)[C@H]7O)[C@H]6O[C@@H]6O[C@H](CO)[C@@H](O)[C@H](O)[C@H]6O)C(C)(C)C5CC[C@]43C)[C@@H]2CC1(C)C (some centres undefined)
(24) C[C@H](CCC(=O)O)C[C@H](C)C[C@H](C)C(=O)/C=C(\O)[C@H](C)C[C@H](C)C/C=C/[C@@H](C)[C@@H](O)[C@@H](C)[C@@H](O)C[C@@H]1CC[C@@](C)([C@H]2CC[C@@](C)([C@@H](C)O)O2)O1
compound no.	19	20	21	22	23	24
FH mod	3.1%&-1.9%[53.3 µM]	-4.1%&-0.2%[53.3 µM]	1.5%	?	0.0%[13.5 µM]	-0.6%[53.3 µM]
NTMT1 inhibitor	?	7.7%[57.5 µM]	23.6%	70.8µM*!	22.6%[6.45 µM]	-6.4%[29.8 µM]

(25) C[C@H]1CC[C@@H]2[C@@H](C)[C@H]3[C@H](C[C@H]4[C@@H]5CC=C6CC(O[C@@H]7O[C@H](CO)[C@@H](O)[C@H](O[C@@H]8O[C@H](CO)[C@@H](O)[C@H](O)[C@H]8O)[C@@H]7O[C@@H]7O[C@@H](C)[C@H](O)[C@@H](O)[C@H]7O)CC[C@]6(C)[C@H]5CC[C@]34C)N2C1 (some centres undefined)
(26) CC1=C[C@H]2O[C@@H]3[C@H](O)[C@@H](O)[C@](C)([C@@]2(CO)C[C@@H]1O)[C@]31CO1
(27) C#CC1(O)CCC2C3CCC4=CC(=O)CCC4=C3C=CC21C (centres undefined)
(28) CCN(CC)CCc1c[nH]c2ccccc12
(29) O=[N+]([O-])c1ncc[nH]1
(30) C[C@]12CC[C@H](O)C[C@H]1CC[C@@H]1[C@@H]2[C@H](O)C(=O)[C@]2(C)[C@@H](c3ccc(=O)oc3)CC[C@]12O
compound no.	25	26	27	28	29	30
FH mod	2.3%[20.6 µM]	8.1%	4.2%	24.2%[162 µM]	2.4%[53.3 µM]	14.9%
NTMT1 inhibitor	-12.6%[12.6 µM]	7.4%[57.5 µM]	5.8%[57.5 µM]	?	?	2.8%[57.5 µM]

(31) N#C[C@H](O[C@@H]1O[C@H](CO[C@@H]2O[C@H](CO)[C@H](O)[C@H](O)[C@H]2O)[C@H](O)[C@H](O)[C@H]1O)c1ccccc1
(32) O=C(NC(O)C(Cl)(Cl)Cl)NC(O)C(Cl)(Cl)Cl (centres undefined)
(33) CO[C@H]1C[C@H](O[C@H]2CC[C@]3(CO)[C@H]4CC[C@]5(C)[C@@H](C6=CC(=O)OC6)CC[C@]5(O)[C@@H]4CC[C@]3(O)C2)O[C@H](C)[C@H]1O
(34) CC(=O)OCC1=C(C(=O)O)N2C(=O)[C@@H](N)[C@@H]2SC1
(35) CCC1C2CC3C4N(C)c5ccccc5C45CC(C2C5O)N3C1O (centres undefined)
(36) c1ccc2c(c1)Sc1ccccc1N2CC1CN2CCC1CC2 (centres undefined)
compound no.	31	32	33	34	35	36
FH mod	-26.7%[53.3 µM]	-5.8%[53.3 µM]	0.2%[53.3 µM]	-5.4%[53.3 µM]	-0.6%[53.3 µM]	-4.6%[53.3 µM]
NTMT1 inhibitor	-23.4%[57.5 µM]	2.1%[57.5 µM]	11.5%[29.8 µM]	-24.6%[57.5 µM]	18.9%[29.8 µM]	?

(37) C[C@@H]1CC2=CC(=O)CC[C@@H]2[C@H]2CC[C@@]3(C)[C@@H](CC[C@]3(C)O)[C@@H]21
(38) Cc1c(Cl)c(=O)oc2cc(OP(=O)(OCCCl)OCCCl)ccc12
(39) O=C1CN=C(c2ccccc2Cl)c2cc(Br)ccc2N1
(40) CN1C(=O)[C@]23CC4C(C)(C)[C@@]5(C[C@@]41CN2CC[C@@]3(C)O)C(=O)Nc1c5ccc2c1OC=CC(C)(C)O2 (some centres undefined)
(41) CC(CC(C#N)(c1ccccc1)c1ccccc1)N(C)C (centres undefined)
(42) CCN(CCO)CCn1c(Cc2ccccc2)nc2c1c(=O)n(C)c(=O)n2C
compound no.	37	38	39	40	41	42
FH mod	0.0%[53.3 µM]	-3.9%[53.3 µM]	-3.9%	-1.8%[53.3 µM]	0.4%	-3.9%[53.3 µM]
NTMT1 inhibitor	?	?	?	6.8%[29.8 µM]	11.1%	6.9%[57.5 µM]

(43) C#CCN(C)[C@H](C)Cc1ccccc1
(44) Oc1ccc2c3c1O[C@H]1[C@H](N(CCCl)CCCl)CC[C@@]4(O)[C@@H](C2)N(CC2CC2)CC[C@]314
(45) CC(C)(O)[C@H]1O[C@H]2CC[C@@]3(C)[C@@](O)(CC[C@H]4Cc5c([nH]c6ccccc56)[C@@]43C)C2=CC1=O
(46) C/C=C(\C)C(=O)OC1CC2C(CC=C3CC(OC4CC(OC)C(OC5CC(OC)C(OC6OC(C)C(OC7OC(CO)C(O)C(O)C7O)C(OC)C6O)C(C)O5)C(C)O4)CCC32C)C2(O)CCC(C(C)=O)C12C (centres undefined)
(47) C[C@]12CCC(=O)C=C1CC[C@@H]1[C@H]3CC[C@](C)(O)[C@@]3(C)CC[C@@H]12
(48) N#Cc1ccccc1-c1cc(-c2ccccn2)cn(-c2ccccc2)c1=O
compound no.	43	44	45	46	47	48
FH mod	3.6%&3.9%[53.3 µM]	-2.4%[13.5 µM]	-3.3%[53.3 µM]	2.1%[20.6 µM]	7.5%	4.9%
NTMT1 inhibitor	?	13.9%[12.6 µM]	-1.9%[29.8 µM]	-9.0%[12.6 µM]	?	-3.6%[57.5 µM]

(49) CN1CCC[C@@H]1Cc1c[nH]c2ccc(Nc3ncccc3[N+](=O)[O-])cc12
(50) COc1ccc(C23CCC(=O)C=C2N(C)CC3)cc1OC (centres undefined)
(51) COC1C(O)C(C)OC(OC2C(CO)O[C@@H](O[C@@H]3CC4CCC5C(CC[C@]6(C)[C@@H](C7=CC(=O)OC7)CC[C@]56O)[C@@]4(C)[C@H](OC(C)=O)C3)C(O)C2O)C1O (some centres undefined)
(52) COC1=CC(C)=C[C@@H](C)[C@@H](O)[C@@H](C)CC(C)=CC=C[C@H](OC)[C@H]([C@@H](C)[C@@H](O)[C@H](C)[C@@]2(O)C[C@@H](O)[C@H](C)[C@@H](C(C)C)O2)OC1=O
(53) O=C1N[C@@H](Cc2ccccc2)CN2CCCC[C@@H]12
(54) ClCCCN1CCN(c2cccc(Cl)c2)CC1
compound no.	49	50	51	52	53	54
FH mod	5.4%	-2.4%	-0.9%[20.6 µM]	-14.5%[53.3 µM]	34.7%	-1.0%[53.3 µM]
NTMT1 inhibitor	-0.1%[57.5 µM]	1.7%[57.5 µM]	-5.9%[12.6 µM]	?	-8.5%[57.5 µM]	7.5%[57.5 µM]

(55) Clc1cccc(SC2CCNCC2)n1
(56) O=C(N[C@@H]1N=C(c2ccccc2F)c2cccc3c2N(CC3)C1=O)c1cc2ccccc2[nH]1
(57) CCC(C)C1NC(=O)C(C(C)=O)=C1O (centres undefined)
(58) O=c1cccc2n1CC1CNC[C@H]2C1
(59) C=C(CO)[C@@]12O[C@@H]1[C@@]1(C)C(=CC2=O)CC[C@@H](O)[C@@H]1C
(60) Nc1ccc(N)cc1
compound no.	55	56	57	58	59	60
FH mod	2.1%[53.3 µM]	-16.3%[53.3 µM]	-1.4%	7.0%[53.3 µM]	6.9%	-15.8%[53.3 µM]
NTMT1 inhibitor	?	21.8%[57.5 µM]	?	1.9%	-8.7%[57.5 µM]	?

An excerpt of these results, tab-delimited.
item	Structure	FH mod	NTMT1 inhibitor
27	C#CC1(O)CCC2C3CCC4=CC(=O)CCC4=C3C=CC21C (centres undefined)	4.2%	5.8%[57.5 µM]
28	CCN(CC)CCc1c[nH]c2ccccc12	24.2%[162 µM]	?

New compounds follow
(61) CC[C@H](C)[C@@H]([C@@H](CC(=O)N1CCC[C@H]1[C@H](OC)[C@@H](C)C(=O)N[C@@H](Cc1ccccc1)c1nccs1)OC)N(C)C(=O)[C@@H](NC(=O)C(C)(C)N)C(C)C
(62) CCC1CN2CCc3cc(OC)c(OC)cc3C2CC1CC1=NCCc2cc(O)c(OC)cc21 (centres undefined)
(63) Nc1ccc([N+](=O)[O-])cc1
(64) CC[C@H]1C[C@H]2[C@@H]3CCC4=CC(=O)CC[C@@H]4[C@H]3CC[C@]2(C)[C@H]1O
compound no.	61	62	63	64
FH mod	2.4%	1.4%[53.3 µM]	-1.8%	1.5%[53.3 µM]
NTMT1 inhibitor	16.3%[57.5 µM]	4.4%[29.8 µM]	-8.1%	?
